From PubChem
Pf Dd2 growth: Plasmodium falciparum Dd2 growth inhibition; P. falciparum Dd2 growth, SYBR Green, 72 h; Potency, µM (doses to about 28.9 µM), for inactives: top-dose activity, negative = inhibition, usual class: inhibitors; actives 4.3% (n = 120,000); active = well fitted inhibition curve with a large enough effect; inconclusive = small, poorly fitted or top-dose-only effect; inactive = no such curve, though single readings can be large or run the other way;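 also: plate controls were DMSO vehicle for no effect and reference drug for full effect; nearly all actives have a fitted effect of over 65% in size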
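Readout: SYBR Green fluorescence, 485 nm excitation, 535 nm emission, after ~16 h lysis at 37C. Before that, Dd2-infected red cells (2.5% hematocrit) grew 72 h with compound, 29 uM top final concentration.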
* marks the source's active call; other numbers are inactive results; [ ] = another dose, or the depositor's remark. Potency is read from the fitted curve at half-maximal effect. Some of the compounds tested (hit frequency here may not be typical).

For CCOc1ccc(-c2nnc(SCC(=O)NCc3ccccc3Cl)o2)cc1 the results were Pf Dd2 growth 14%.
`OC1(CNCc2cccnc2-n2cncn2)CCNC1` (stereo not given) gave Pf Dd2 growth -9%.
COc1ccc(Cn2c(=O)c3ccccc3n3c(-c4cccc(OC)c4OC)nnc23)cc1 was read as Pf Dd2 growth inactive.
Oc1ccc(-c2cc3c(cn2)CN(Cc2ccccc2)CCN3)cc1F was read as Pf Dd2 growth 4µM*.
For O=C(NCc1cccc(F)c1)c1cnc2c(c1)N(C(=O)Cc1cccc(C(F)(F)F)c1)CCC2 the results were Pf Dd2 growth 13%.
Screening Cc1ccc(Cn2c(C)c3cnn(CC(=O)O)c(=O)c3c2C)cc1 returned Pf Dd2 growth 27%.
For CN(C(=O)[C@@H]1C[C@H](c2cccc(C(F)(F)F)c2)N(Cc2cnn(C)c2)C1)c1ccccc1 the results were Pf Dd2 growth inconclusive.
For Cc1cccc(OCC(=O)N2CCN(C(=O)c3nnn4c3COC(c3ccc(Cl)cc3)C4)CC2)c1 (stereo not given) the results were Pf Dd2 growth inconclusive.
COc1ccccc1NC(=O)CSC1=Nc2ccccc2C2=NC(CC(=O)NCCc3ccccc3)C(=O)N12 (stereo not given) was read as Pf Dd2 growth -14%.
O=C(O)CCC(=O)N1CC[C@H]2NC(=O)N(c3ccc(Oc4ccccc4)cc3)C(=O)[C@H]21 was read as Pf Dd2 growth inactive.
`CCN1CCc2nc3sc(C(=O)Nc4ccccc4OC(F)(F)F)c(N)c3cc2C1` gave Pf Dd2 growth 10µM*.
For CCCSc1ncc(Cl)c(C(=O)Nc2sc3c(c2C(=O)OC)CCCC3)n1 the results were Pf Dd2 growth 51%[activator].
Screening Cc1ccc(-n2nc(C)c3c(C)cc(=O)n(CC(=O)Nc4ccc(Br)cc4F)c32)cc1 returned Pf Dd2 growth 15%.
`CC(=O)N1CCCN(CC[C@H]2CN(S(=O)(=O)c3ccccc3)CC[C@H]2CC(=O)O)CC1` gave Pf Dd2 growth -8%.
For O=C(c1ccccc1Cl)N1CCc2nc(-c3ccc(Cl)cc3)nc(-c3ccccc3)c2C1 the results were Pf Dd2 growth inconclusive.
For CCn1nc(C)c(C(=O)N[C@H]2CCOC[C@H]2C2CCOCC2)c1C the results were Pf Dd2 growth -4%.
`COCC(=O)Nc1ccc(-c2noc([C@@H]3CCCN3Cc3cc4ccccc4o3)n2)cn1` gave Pf Dd2 growth -16%[44.1 µM].
`Cc1noc(C)c1S(=O)(=O)N1CCC(c2noc(-c3cnccn3)n2)C1` (stereo not given) gave Pf Dd2 growth inactive[5.79 µM].
COCCOc1cc(=O)n2c(c1C(=O)NCc1ccc(OC)cc1)CCOCC2 was read as Pf Dd2 growth inconclusive.
Cn1ccnc1CN[C@@H]1CO[C@H](CNC(=O)c2ccc(F)cc2)[C@H]1O was read as Pf Dd2 growth -12%[44.1 µM].
O=[S+]([O-])(c1ccccc1)N1CC2(COCCN(Cc3ccncc3)C2)C1 was read as Pf Dd2 growth 22%[44.1 µM].
`N#Cc1cccc(C(=O)N2CCC(n3cc(-c4nc(-c5ccccc5)no4)nn3)C2)c1` (stereo not given) gave Pf Dd2 growth -21%.
`CCOc1ccc(-c2cc(CCCC(=O)NCCc3ccc(OCC)c(OCC)c3)no2)cc1` gave Pf Dd2 growth inconclusive.
Cc1ccc(S(=O)(=O)N2CCC3(CC2)SCC(=O)N3Cc2ccco2)cc1 was read as Pf Dd2 growth inactive.
For COCc1cc(C[C@@H]2C[C@H](NCc3cccnc3)C2(C)C)no1 the results were Pf Dd2 growth -9%[44.1 µM].
Clc1cccc(Nc2ncnc3c2nc2n3CCCCC2)c1 was read as Pf Dd2 growth inconclusive.
COc1cccc(CNC(=O)c2cc3c(s2)-c2c(C)cccc2OC3)c1 was read as Pf Dd2 growth 32%[activator].
CCOC(=O)c1ccccc1NC(=O)Nc1cc2c(cc1N1CCCCC1)n(C)c(=O)n2C was read as Pf Dd2 growth inconclusive.
O=C(Cn1c(=O)n(CCCS(=O)(=O)C2CCCCC2)c(=O)c2ccccc21)Nc1ccccc1F was read as Pf Dd2 growth 56%[activator][5.79 µM].
`COC(=O)[C@]1(C)C[C@H](C(=O)NC(C)(C)CO)[C@H](c2ccccc2Cl)N1C` gave Pf Dd2 growth 4%.
O=C(C1CCC(CNS(=O)(=O)c2ccc(Br)s2)CC1)N1CCN(c2ccccc2Cl)CC1 (stereo not given) was read as Pf Dd2 growth inconclusive.
COc1ccc(C2(C(=O)N3[C@@H]4CC[C@H]3CC(NC(=O)c3cnc(C)cn3)C4)CC2)cc1 (stereo not given in full) was read as Pf Dd2 growth -21%.
Screening COc1ccc(/C=C(\C#N)c2nc(-c3ccc(Cl)c(Cl)c3)cs2)cc1OC returned Pf Dd2 growth inactive.
For Cc1ccc(NC(=O)CSc2nc(-c3cccs3)cc(C(F)(F)F)n2)cc1C the results were Pf Dd2 growth 2%.
`Clc1ccc(CNc2ncncc2-c2nc(-c3ccccc3)no2)cc1` gave Pf Dd2 growth 0%.
Screening CCOc1ccccc1C(=O)Nc1ccc(S(=O)(=O)Nc2onc(C)c2C)cc1 returned Pf Dd2 growth -3%.
`O=C(NCCc1ccccc1)c1c[nH]c2ccc(S(=O)(=O)Nc3ccc(F)cc3F)cc2c1=O` gave Pf Dd2 growth inconclusive.
Screening CC(=O)NC[C@H]1O[C@@H](CO)[C@@H](O)[C@H]1N1CCc2ccccc2C1 returned Pf Dd2 growth 1%[44.1 µM].
O=C(Cc1ccccc1)Nc1nnc2n1CCS2 was read as Pf Dd2 growth 16%.
For CCOCCCNc1ncnc2c1CN(C1CCCNCC1)C(=O)CN2C (stereo not given) the results were Pf Dd2 growth 14%.
COCCO[C@H]1C(=O)N(C2CCN(S(=O)(=O)c3cn(C)cn3)CC2)[C@H]1c1ccncc1 was read as Pf Dd2 growth 19%.
CCn1cc2nc(SCc3ccccc3Cl)n(CCc3ccccc3)c(=O)c2n1 was read as Pf Dd2 growth inconclusive.
CCOC(=O)C1CCN(C(=O)c2cnn(-c3ccc(F)cc3)c2-n2cccc2)CC1 was read as Pf Dd2 growth 7%.
Screening CCCN(CC1CCOC1)C(=O)Nc1ccc(OCC)cc1 (stereo not given) returned Pf Dd2 growth inactive[5.79 µM].
Screening COc1ccccc1NC(=O)CSc1oc(-c2ccco2)nc1S(=O)(=O)c1ccc(C)cc1 returned Pf Dd2 growth 0%.
O=C1NCCCCCCN(C(=O)Cc2cccc(F)c2)[C@H]2CCC[C@@H]12 was read as Pf Dd2 growth -1%.
`CN(C1CCNCC1)C1CCOCC1` gave Pf Dd2 growth 6%.
`Cc1ncoc1C(=O)N1CC[C@H](CO)[C@H](NC(=O)c2ccccc2)C1` gave Pf Dd2 growth 16%.
Screening O=C(CCc1nc2ccc(Cl)cc2[nH]1)N1CCc2c(nc3cc(-c4ccccc4)[nH]n3c2=O)C1 returned Pf Dd2 growth inactive[5.79 µM].
For COc1ccc2c(c1)CCN=C2C[C@H]1CN(C(=O)Nc2ccccc2)CC[C@H]1CC(=O)O the results were Pf Dd2 growth -2%[44.1 µM].
`CC1(C(=O)NCc2cccc(F)c2)COCc2cnc(Nc3ccccc3)nc21` (stereo not given) gave Pf Dd2 growth inactive.
Screening CC(=O)NC[C@H]1CCN(S(=O)(=O)c2cccc(C#N)c2)C[C@H]1N(C)C returned Pf Dd2 growth 0%.
For O=C(Nc1ccccc1)N1CCC(CCNC(=O)C2(c3ccccc3)CC2)CC1 the results were Pf Dd2 growth inactive.
COc1cccc(CNC(=O)c2ccc(NC(=O)N3CCCCc4ccccc43)cc2)c1 was read as Pf Dd2 growth 11%.
Screening CCC(=O)N(C1CCOCC1)C1CCN(S(=O)(=O)c2cn(C)cn2)CC1 returned Pf Dd2 growth -18%.
Cc1ncccc1C(=O)N1C[C@@H](Oc2cccnc2)C[C@H]1C(=O)N1CCCC1 was read as Pf Dd2 growth 18%.
COc1ccccc1Nc1nc2c(S(=O)(=O)c3ccc(C(C)C)cc3)nnn2c2ccsc12 was read as Pf Dd2 growth -20%.
Cc1ccc(C(=O)c2cn(Cc3cccc(Cl)c3)c3nc(C)ccc3c2=O)cc1 was read as Pf Dd2 growth inconclusive.
For CCOc1cc(=O)n2c(c1C(=O)Nc1ccc(CC)cc1)CCCC2 the results were Pf Dd2 growth -4%.
Screening CCc1cccc(NC(=O)CN2C(=O)COc3ccc(S(=O)(=O)Nc4ccccc4)cc32)c1 returned Pf Dd2 growth inactive.
COc1ccc(CNC(=O)Cn2nc3n(c2=O)CCCC3)cc1 was read as Pf Dd2 growth 38%[activator].
COc1ccc(CC(=O)N2CCC3(CC2)CN(C(C)=O)CC3CO)cc1OC (stereo not given) was read as Pf Dd2 growth 11%.
`O=S(=O)(c1ccc(-c2cnc(C3CC3)o2)cc1)N1CCN(c2cccc(Cl)c2)CC1` gave Pf Dd2 growth 31%[activator].
`CN(C)C(C(=O)N1CCC(N2CCSCC2)CC1)c1cccc(F)c1` (stereo not given) gave Pf Dd2 growth -28%.
For COc1ccc(N(CC(C)C)S(=O)(=O)c2nnc(NC(=O)c3ccco3)s2)cc1 the results were Pf Dd2 growth -10%.
`Cc1ccc(S(=O)(=O)Nc2cc3c(cc2C)n(C)c(=O)c(=O)n3C)cc1` gave Pf Dd2 growth inactive.
CCN1c2cc(C(=O)Nc3ccccc3OC)ccc2C(=O)N2CCCCCC21 (stereo not given) was read as Pf Dd2 growth inconclusive.
CC1=C[C@@H](CN2C(=O)C(C)=C(C)C2=O)[C@H](C(C)C)C[C@H]1Cc1nc2c(C)cccc2[nH]1 was read as Pf Dd2 growth inactive.
`COc1ccc(OC)c(NC(=O)c2cccn2-c2nnc(N3CCCCC3)s2)c1` gave Pf Dd2 growth -25%.
Cc1noc(C)c1CC(=O)N1CCCC(COc2ccccc2C(=O)NC(C)C)C1 (stereo not given) was read as Pf Dd2 growth -9%.
Screening Cc1ccc(OCC(=O)Nc2cc(-c3cccc(C)c3)nn2-c2ccccc2)cc1 returned Pf Dd2 growth 27%.
`COc1ccc(C(=O)Nc2ccc3nc(N4CCC(C)CC4)cc(C)c3c2)cc1` gave Pf Dd2 growth -12%.
COC(=O)c1c(NC(=O)CCCOc2cccc(C)c2)sc2c1C(C(=O)OC)CC2 (stereo not given) was read as Pf Dd2 growth -3%.
O=C(Cc1c[nH]c2ncc(-c3ccoc3)cc12)N1CCOCC1 was read as Pf Dd2 growth 16%[44.1 µM].
Screening O=C(CCS(=O)(=O)c1cc2c3c(c1)CCN3C(=O)CC2)NCc1ccc(F)cc1 returned Pf Dd2 growth 24%.
CN1CCN(c2cc(=O)c3ccnc(N4CCOCC4)c3o2)CC1 was read as Pf Dd2 growth inconclusive.
Screening COc1ccc(-c2nnc(SCC(=O)NCc3ccccc3)nc2-c2ccc(OC)c(OC)c2)cc1OC returned Pf Dd2 growth 8.9µM*.
For CC(C)(C(=O)O)C1CCOCC1 the results were Pf Dd2 growth 39%[activator].
For COc1c(F)ccc(C(=O)N2CCC3(CCCNC3)C2)c1F (stereo not given) the results were Pf Dd2 growth 3%.
Cc1cccc(-c2ccc3c(c2)C(=O)N2C[C@H](O)C[C@H]2C(=O)N3)c1C was read as Pf Dd2 growth inconclusive.
For CC(C)(C)CC(=O)N1CCC(N2CCCC(C(=O)NCc3ccccc3)C2)CC1 (stereo not given) the results were Pf Dd2 growth -29%.
Screening COC(=O)[C@@H]1Cc2c([nH]c3ccccc23)[C@H]2C[C@@H](NC[C@H]3CCCO3)C[C@@H](c3ccccc3F)N21 returned Pf Dd2 growth -9%.
`CCOC(=O)c1cc(-c2ccccc2)n(-c2cccc(C(=O)Nc3cc(OC)cc(OC)c3)c2)c1C` gave Pf Dd2 growth inconclusive.
Screening O=C(NCC1CCN(Cc2cccc(F)c2)CC1)C1CCN(c2cn[nH]c(=O)c2)C1 (stereo not given) returned Pf Dd2 growth inconclusive.

An excerpt of the results above, as a working copy:
Screening COC(=O)[C@@H]1Cc2c([nH]c3ccccc23)[C@H]2C[C@@H](NC[C@H]3CCCO3)C[C@@H](c3ccccc3F)N21 returned Pf Dd2 growth -9%.
`CCOC(=O)c1cc(-c2ccccc2)n(-c2cccc(C(=O)Nc3cc(OC)cc(OC)c3)c2)c1C` gave Pf Dd2 growth inconclusive.
Screening O=C(NCC1CCN(Cc2cccc(F)c2)CC1)C1CCN(c2cn[nH]c(=O)c2)C1 (stereo not given) returned Pf Dd2 growth inconclusive.

Back to the main list, repeating the two entries before the break.
`CCOC(=O)c1cc(-c2ccccc2)n(-c2cccc(C(=O)Nc3cc(OC)cc(OC)c3)c2)c1C` gave Pf Dd2 growth inconclusive.
Screening O=C(NCC1CCN(Cc2cccc(F)c2)CC1)C1CCN(c2cn[nH]c(=O)c2)C1 (stereo not given) returned Pf Dd2 growth inconclusive.
For Cc1cccc(CN2CCCC(C(=O)Nc3cccc(-n4cccn4)c3)C2)n1 (stereo not given) the results were Pf Dd2 growth inconclusive.
Screening Cc1cccc(C(=O)N2C(C(=O)NCC(C)C)COC23CCN(C(=O)c2ccc(F)cc2F)CC3)c1 (stereo not given) returned Pf Dd2 growth inconclusive.
Cc1nc(CCNS(=O)(=O)c2c(C)nn(C)c2C)no1 was read as Pf Dd2 growth 43%[activator].
For Cc1cc(C(=O)N[C@H](C)c2onc(-c3cccnc3)c2C(=O)O)nn1C the results were Pf Dd2 growth -8%[44.1 µM].

6 entries drawn at random from the list so far:
`Cc1noc(C)c1S(=O)(=O)N1CCC(c2noc(-c3cnccn3)n2)C1` (stereo not given) gave Pf Dd2 growth inactive[5.79 µM].
`CCOC(=O)c1cc(-c2ccccc2)n(-c2cccc(C(=O)Nc3cc(OC)cc(OC)c3)c2)c1C` gave Pf Dd2 growth inconclusive.
`COC(=O)[C@]1(C)C[C@H](C(=O)NC(C)(C)CO)[C@H](c2ccccc2Cl)N1C` gave Pf Dd2 growth 4%.
CCn1cc2nc(SCc3ccccc3Cl)n(CCc3ccccc3)c(=O)c2n1 was read as Pf Dd2 growth inconclusive.
CCOC(=O)c1ccccc1NC(=O)Nc1cc2c(cc1N1CCCCC1)n(C)c(=O)n2C was read as Pf Dd2 growth inconclusive.
Cc1ccc(S(=O)(=O)N2CCC3(CC2)SCC(=O)N3Cc2ccco2)cc1 was read as Pf Dd2 growth inactive.
